Screening data (PubChem)
H1N1 NS1A inhibition = H1N1 influenza NS1A inhibitors, functional cell based assay (AID 504329); NS1A functional cell-based assay, percent inhibition; higher % means a stronger effect; inhibition, % at 12.5 µM, or IC50 in µM where a hit was titrated; 340,000 compounds, 0.3% hits; in the data active means a potency from the dose series; inconclusive means inhibition above about 27% without an active follow-up result; further: strong numbers were not always called active
inhibitors of VEEV = inhibitors of VEEV TC-83 cytopathic effect, confirmation, Vero cells (AID 588727); 350,000 compounds, 0.13% hits; Vero cells, VEEV TC-83 cytopathic effect inhibition; higher % means a stronger effect; inhibition, % at 20 µM, or IC50 in µM where a hit was titrated; in the data active means a potency from the dose series; inconclusive means inhibition mostly from about 14% at the one dose, without a potency; inactive means the rest, 99 in 100 with inhibition below about 12%; further: strong numbers were not always called active
H37Rv inhibition = M. tuberculosis growth inhibition, HTS (AID 449762); M. tuberculosis H37Rv growth inhibition, 7H9 media; higher % means a stronger effect; one-dose inhibition, % at 25 µM; IC50 in µM for titrated hits; 330,000 compounds, 0.59% hits; in the data active means a potency from the dose series; inconclusive means inhibition above about 70% without an active follow-up result;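 further: bacterial growth assessed after seven days of incubation; strong numbers were not always called active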
tuberculosis growth = growth inhibition of non-replicating M. tuberculosis (AID 488890). Mycobacterium tuberculosis non-replicating, growth inhibition; higher % means a stronger effect. 320,000 compounds, 0.39% hits. inhibition, % at 25 µM, or IC50 in µM where a hit was titrated; in the data active means a potency from the dose series; inconclusive means inhibition mostly from about 82% at the one dose, without a potency; inactive means the rest, 99 in 100 with inhibition below about 76%;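 further: plate controls were DMSO cells for no effect and high antibiotic wells for full effect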
Salmonella PhoP GFP = PhoP regulon inhibitors, Salmonella typhi PhoP promoter GFP reporter, confirmatory (AID 1850); inhibition, % at 50 µM; hits with a dose series show IC50 in µM; Salmonella Typhi PhoP-promoter GFP reporter, fluorescence, 4 h; higher % means a stronger effect; 310,000 compounds, 0.33% hits; in the data active means a potency from the dose series; inconclusive means inhibition mostly from about 25% at the one dose, without a potency; inactive means the rest, 99 in 100 with inhibition below about 19%;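 further: 0% = induced wells with vehicle and 100% = uninduced wells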
inhibitors of VEEV 10K pilot screen = also measured in inhibitors of VEEV; calls as there; inhibition, %; measured here: 10K pilot screen inhibition
* marks the source's active call; other numbers are inactive results; & = joins results of further samples.

C/C(=N\NC(=O)CNc1cccc(Cl)c1C)c1cccs1 was read as H1N1 NS1A inhibition -5%, inhibitors of VEEV 4.5%, H37Rv inhibition 11%, tuberculosis growth -1% and Salmonella PhoP GFP 6%.
`CNC(=O)CN1C(=O)COc2ccc(S(=O)(=O)N3CCCCCC3)cc21` gave H1N1 NS1A inhibition -3%, inhibitors of VEEV 2.0%, H37Rv inhibition -8%, tuberculosis growth 8% and Salmonella PhoP GFP 8%.
COc1ccc([N+](=O)[O-])cc1NC(=S)NC(C)=O was read as H1N1 NS1A inhibition -9%, inhibitors of VEEV 8.9%, H37Rv inhibition 3%, tuberculosis growth 14% and Salmonella PhoP GFP -6%.
Cc1ccc(/C=N/n2c(-c3cccnc3)n[nH]c2=S)o1 was read as inhibitors of VEEV 0.4%, H37Rv inhibition -3%, tuberculosis growth -9% and Salmonella PhoP GFP -1%.
COc1cccc(C(c2nnnn2Cc2ccccc2)N2CCN(C(=O)c3ccco3)CC2)c1OC (stereo not given) was read as H1N1 NS1A inhibition -6%, inhibitors of VEEV 7.2%, H37Rv inhibition 4%, tuberculosis growth 29% and Salmonella PhoP GFP 3%.
`C=CCn1c2ccccc2c2nnc(SCCN3CCCCC3)nc21` gave H1N1 NS1A inhibition -20%, inhibitors of VEEV 0.4%, H37Rv inhibition inconclusive, tuberculosis growth 54% and Salmonella PhoP GFP -5%.
`COc1ccc(O)c(C(=O)CC(=O)c2cccnc2)c1` gave H1N1 NS1A inhibition 13% and inhibitors of VEEV 1.5%.
Screening COc1ccc(NC(=O)C2C(c3ccccc3)C2(Cl)Cl)cc1 (stereo not given) returned H1N1 NS1A inhibition -19%, inhibitors of VEEV 3.4%, H37Rv inhibition 10%, tuberculosis growth 17% and Salmonella PhoP GFP 7%.
`COc1cc(/C=N/NC(=O)c2cc3c(ccc4ccccc43)o2)cc(OC)c1O` gave H1N1 NS1A inhibition 2%, inhibitors of VEEV 11%, H37Rv inhibition 11%, tuberculosis growth 11% and Salmonella PhoP GFP 13%.
`Cc1nc(CCN2C(=O)c3ccccc3C2=O)n[nH]1` gave H1N1 NS1A inhibition -1%, inhibitors of VEEV 2.4%, H37Rv inhibition -4%, tuberculosis growth -3% and Salmonella PhoP GFP -4%.
For Cc1cc(NC(=O)CSc2ncnc3sc(C)c(C)c23)no1 the results were H1N1 NS1A inhibition -3%, inhibitors of VEEV 0.7%, H37Rv inhibition -4%, tuberculosis growth -2% and Salmonella PhoP GFP 8%.
`O=C(NCCC(=O)N1CCNC1=O)OCc1ccccc1` gave H1N1 NS1A inhibition 4%, inhibitors of VEEV inactive, H37Rv inhibition 2%, tuberculosis growth 0% and Salmonella PhoP GFP -1%.
`O=S(=O)(NCCc1ccccc1)c1ccc(-n2cnnn2)cc1` gave H1N1 NS1A inhibition 2%, inhibitors of VEEV 0.4%, H37Rv inhibition 2%, tuberculosis growth 10% and Salmonella PhoP GFP 8%.
For NC(=O)c1cc(N2CC2)c([N+](=O)[O-])cc1[N+](=O)[O-] the results were H1N1 NS1A inhibition 6%, inhibitors of VEEV inactive, H37Rv inhibition 3%, tuberculosis growth -5% and Salmonella PhoP GFP -8%.
`O=C(COC(=O)c1cc(S(=O)(=O)N2CCOCC2)ccc1Cl)NCCc1ccccc1` gave H1N1 NS1A inhibition -9%, inhibitors of VEEV 1.8%, H37Rv inhibition -7% and tuberculosis growth 11%.
Screening NC(=O)CC(NC(=O)Cc1ccc(Cl)cc1)c1ccc(NCCCN2CCCC2=O)c([N+](=O)[O-])c1 (stereo not given) returned H1N1 NS1A inhibition 7%, inhibitors of VEEV 0.7%, H37Rv inhibition 3%, tuberculosis growth 2%, Salmonella PhoP GFP 13% and inhibitors of VEEV 10K pilot screen 0.5.
For CC(=O)C1=C(C)Nc2ncnn2C1c1ccc(Cl)cc1Cl (stereo not given) the results were H1N1 NS1A inhibition -2%, inhibitors of VEEV inactive, H37Rv inhibition -7%, tuberculosis growth -10%, Salmonella PhoP GFP -2% and inhibitors of VEEV 10K pilot screen 0.4.
For COC(=O)c1ccccc1NC(=O)CSc1nnc(-c2ccoc2C)n1C the results were H1N1 NS1A inhibition 2%, inhibitors of VEEV 0.1%, H37Rv inhibition 4%, tuberculosis growth 1% and Salmonella PhoP GFP -3%.
For CC(Sc1nnc(-c2ccco2)o1)C(=O)Nc1ccc(OC(F)F)cc1 (stereo not given) the results were H1N1 NS1A inhibition -5%, inhibitors of VEEV 0.5%, H37Rv inhibition -2% and tuberculosis growth 28%.
For S=C1NC(c2ccccc2)=NCN1c1ccc(Br)cc1 the results were H1N1 NS1A inhibition -10%, inhibitors of VEEV 1.2%, H37Rv inhibition 15%, tuberculosis growth 41% and Salmonella PhoP GFP -8%.
NS(=O)(=O)c1cccc(NC(=O)COC(=O)CN2C(=O)c3ccccc3C2=O)c1 was read as H1N1 NS1A inhibition -3%, inhibitors of VEEV 2.5%, H37Rv inhibition -9% and tuberculosis growth 9%.
Screening O=C(COC(=O)c1cccc([N+](=O)[O-])c1)Nc1ncc(Br)s1 returned H1N1 NS1A inhibition -16%, inhibitors of VEEV 0.3%, H37Rv inhibition 4% and tuberculosis growth 15%.
`CCN(CC)C(=O)c1cn(C)c(=O)c2cc(OC)c(OC)cc12` gave H1N1 NS1A inhibition 0%, inhibitors of VEEV 1.8%, tuberculosis growth -7% and Salmonella PhoP GFP -5%.
CCCCOP(=O)(c1ccc(N(C)C)cc1)C(O)c1ccc(N(C)C)cc1 (stereo not given) was read as H1N1 NS1A inhibition 2%, inhibitors of VEEV 0.5%, H37Rv inhibition 1%, tuberculosis growth 12% and Salmonella PhoP GFP -10%.
Cn1cccc1C(=O)Nc1nc(-c2ccccn2)cs1 was read as H1N1 NS1A inhibition 11µM*, inhibitors of VEEV 6.0%, H37Rv inhibition inconclusive, tuberculosis growth inconclusive and Salmonella PhoP GFP -3%.
Cc1ccnc(NC(=O)c2cccc(S(=O)(=O)NCc3ccccc3)c2)c1 was read as H1N1 NS1A inhibition -13%, inhibitors of VEEV 10.0%, H37Rv inhibition 9%, tuberculosis growth 13% and Salmonella PhoP GFP 5%.
For Cc1cc(NC(=O)CN2CCCC2c2nc3ccccc3s2)no1 (stereo not given) the results were H1N1 NS1A inhibition 6%, inhibitors of VEEV 7.2%, H37Rv inhibition -8%, tuberculosis growth 20% and Salmonella PhoP GFP -15%.
CC(C)[C@H](N)C(=O)OCCOCn1cnc2c(=O)[nH]c(N)nc21 was read as H1N1 NS1A inhibition -2%&-1%, inhibitors of VEEV 0.5%, H37Rv inhibition 1%&2%, tuberculosis growth -2%&-5% and Salmonella PhoP GFP 0%&8%.
CC1(C)Cc2c(cnn2-c2ccccc2)C(NC(=O)CCCN2CCCCC2=O)C1 (stereo not given) was read as H1N1 NS1A inhibition -1%, inhibitors of VEEV 1.3%, H37Rv inhibition -4%, tuberculosis growth -6% and Salmonella PhoP GFP -5%.
`Cn1c(SCC(=O)NC2CCCCC2)nnc1-c1ccncc1` gave H1N1 NS1A inhibition 8%, inhibitors of VEEV 1.1%, H37Rv inhibition 7%, tuberculosis growth -19% and Salmonella PhoP GFP -14%.
Screening Cc1nnc(SC(C)C(=O)Nc2ccc(S(=O)(=O)N3CCCCC3)cc2)s1 (stereo not given) returned H1N1 NS1A inhibition 1%, inhibitors of VEEV 1.5%, H37Rv inhibition 1%, tuberculosis growth 5% and Salmonella PhoP GFP -1%.
CC(=O)N(c1ccccc1)c1nnc(-c2cnc(C)cn2)s1 was read as H1N1 NS1A inhibition -5%, inhibitors of VEEV 1.1%, H37Rv inhibition -6%, tuberculosis growth 13% and Salmonella PhoP GFP -10%.
Screening O=c1[nH]nc(SCCS(=O)(=O)c2ccc(F)cc2)n1-c1ccccc1 returned inhibitors of VEEV 7.6%, H37Rv inhibition -4%, tuberculosis growth 64% and Salmonella PhoP GFP -5%.
`CCC(=O)c1cn([C@@H](CCC(OC)OC)CC(=O)OC(C)(C)C)cc1CC` gave H1N1 NS1A inhibition -14%, inhibitors of VEEV 0.3%, H37Rv inhibition 3%, tuberculosis growth -11% and Salmonella PhoP GFP -7%.
For O=Cc1c[nH]c2ncccc12 the results were H1N1 NS1A inhibition -1%, inhibitors of VEEV 0.6%, H37Rv inhibition -1%, tuberculosis growth -16% and Salmonella PhoP GFP -7%.
Screening O=C(c1ccccc1NS(=O)(=O)c1cccs1)N1CCCC1 returned H1N1 NS1A inhibition -4%, inhibitors of VEEV inactive, H37Rv inhibition 7%, tuberculosis growth -7% and Salmonella PhoP GFP 1%.
For O=C(Nc1nnc(C2CC2)s1)c1cc(Cl)sc1Cl the results were H1N1 NS1A inhibition 0%, inhibitors of VEEV 4.1%, H37Rv inhibition 1%, tuberculosis growth 15% and Salmonella PhoP GFP 3%.
For Cc1nc(N2CCOCC2)nc(N2CCC(C)CC2)c1[N+](=O)[O-] the results were H1N1 NS1A inhibition 2%, inhibitors of VEEV 1.8%, H37Rv inhibition 5%, tuberculosis growth -11% and Salmonella PhoP GFP -9%.
For COc1ccc(NC(=S)Nc2ccccc2)cc1 the results were H1N1 NS1A inhibition -20%&-1%, inhibitors of VEEV 1.0%, H37Rv inhibition -1%&-2%, tuberculosis growth inconclusive and Salmonella PhoP GFP -9%&-5%.
For CCN(CC)CCNC(=O)CNC(=O)c1nn(-c2ccc(OC)c(OC)c2)c(=O)c2ccccc12 the results were H1N1 NS1A inhibition -7%, inhibitors of VEEV 0.5%, H37Rv inhibition -2%, tuberculosis growth 8% and Salmonella PhoP GFP -2%.
For COc1cc(NC(=O)c2cccs2)ccc1NC(=O)c1cc2ccccc2o1 the results were H1N1 NS1A inhibition -6%, inhibitors of VEEV 0.0%, H37Rv inhibition 5%, tuberculosis growth -11% and Salmonella PhoP GFP 2%.
`Cc1ccccc1NC(=O)COC(=O)CN1C(=O)NC(C)(C)C1=O` gave H1N1 NS1A inhibition 1%, inhibitors of VEEV 0.9%, H37Rv inhibition -1%, tuberculosis growth -3% and Salmonella PhoP GFP 8%.
`COc1ccc(N2CCN(CC(=O)N3c4ccccc4CC3C)CC2)cc1` (stereo not given) gave H1N1 NS1A inhibition -30%, inhibitors of VEEV inactive, H37Rv inhibition 1%, tuberculosis growth 15% and Salmonella PhoP GFP 2%.
For CC(C)C[C@H](NC(=O)c1[nH]cnc1C(=O)N[C@@H](C)C(=O)OCc1ccccc1)C(=O)OC(C)(C)C the results were H1N1 NS1A inhibition 3%, inhibitors of VEEV 2.0%, H37Rv inhibition 3%, tuberculosis growth 60% and Salmonella PhoP GFP -5%.
O=C(CCN1C(=O)COc2ccccc21)NCCN1CCc2ccccc2C1 was read as H1N1 NS1A inhibition 0%, inhibitors of VEEV inactive, H37Rv inhibition -6%, tuberculosis growth 3% and Salmonella PhoP GFP 3%.
`CC(=O)c1ccc(-c2ccc(C(=O)NCC(c3ccco3)N(C)C)o2)cc1` (stereo not given) gave H1N1 NS1A inhibition -16%, inhibitors of VEEV 2.1%, H37Rv inhibition -2% and tuberculosis growth 20%.
C=CCn1cnc2c(c1=O)c1nc3ccccc3nc1n2/N=C/c1cccc(OC)c1OC was read as H1N1 NS1A inhibition -7%, inhibitors of VEEV 8.6%, H37Rv inhibition 3%, tuberculosis growth 10% and Salmonella PhoP GFP -1%.
`COc1ccc(-c2ccc3oc(-c4ccsc4)cc3c2)cc1` gave H1N1 NS1A inhibition 13%, inhibitors of VEEV 0.4%, H37Rv inhibition 0%, tuberculosis growth 4% and Salmonella PhoP GFP 8%.
Screening CC1CC(C)(C)NC(=S)N1CCC(=O)NCCc1ccc(Cl)cc1 (stereo not given) returned H1N1 NS1A inhibition -3%, inhibitors of VEEV 0.6%, H37Rv inhibition 1%, tuberculosis growth -2% and Salmonella PhoP GFP -8%.

Reprinted at random: 4 entries already listed.
For COc1cc(NC(=O)c2cccs2)ccc1NC(=O)c1cc2ccccc2o1 the results were H1N1 NS1A inhibition -6%, inhibitors of VEEV 0.0%, H37Rv inhibition 5%, tuberculosis growth -11% and Salmonella PhoP GFP 2%.
`COc1ccc(-c2ccc3oc(-c4ccsc4)cc3c2)cc1` gave H1N1 NS1A inhibition 13%, inhibitors of VEEV 0.4%, H37Rv inhibition 0%, tuberculosis growth 4% and Salmonella PhoP GFP 8%.
`COc1ccc(N2CCN(CC(=O)N3c4ccccc4CC3C)CC2)cc1` (stereo not given) gave H1N1 NS1A inhibition -30%, inhibitors of VEEV inactive, H37Rv inhibition 1%, tuberculosis growth 15% and Salmonella PhoP GFP 2%.
C=CCn1cnc2c(c1=O)c1nc3ccccc3nc1n2/N=C/c1cccc(OC)c1OC was read as H1N1 NS1A inhibition -7%, inhibitors of VEEV 8.6%, H37Rv inhibition 3%, tuberculosis growth 10% and Salmonella PhoP GFP -1%.

No enrichment for hits; 1.5% or so of the library scored in one or more.
